Source: PubChem BioAssay (Broad Institute)
esBAF inh = Bmi1 luciferase reporter increase in mESCs, primary screen, esBAF inhibitor project, mouse ES cells, Bmi1 luciferase knock-in, single point; reporter increase, % at 12.5 µM; 24 h; 100% = twice the neutral-well signal; 350,000 compounds, 2% hits; in the data active means activation above about 40%; inconclusive means no clear call, values can overlap the other calls;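 further: 0% = median of the plate's neutral control wells and 100% = double that signal; a rise in the Bmi1 reporter signal indicates esBAF inhibition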
Cneo AK release = Cryptococcus neoformans cell lysis inducers, primary screen, AK release luminescence, single concentration; C. neoformans lysis, adenylate kinase release luminescence, 4 h; normalised: neutral wells 0, clomiphene wells 100; lysis activity, % at 15 µM; 360,000 compounds, 0.2% hits; AID 651654, 2012;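 active means mean lysis activity across replicates of at least 80%, whatever share of replicates individually reach that level; inactive means mean lysis activity below 80%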
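Material – log-phase Cryptococcus neoformans yeast cells · Input – 5 × 10^6 yeast cells/mL · Medium – fresh YPD growth medium · Doses – single compound concentration per well · Timing – static 4 h at 37 °C with compound, 1 h detection · Detection – adenylate kinase release luminescence · Read-out – signal increase indicating cell lysis · Control set – Clomiphene as positive lysis control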
ARNT-TACC3 inh = disruptors of ARNT/TACC3 protein interaction, primary screen, biochemical, AlphaScreen, single concentration; AID 623870, 2012; Transforming acidic coiled-coil-containing protein 3 (Homo sapiens), Q9Y6A5; 390,000 compounds, 0.66% hits; inhibition, % at 9.99 µM; AlphaScreen His-ARNT PAS-B/GST-TACC3 binding, luminescence; TACC3 fragment carries E629A point mutation;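 active means mean inhibition of replicates at least 50% and at least half of replicates each reaching 50%; inconclusive means half or more replicates reach 50% but mean below 50%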;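 further: 0% = complete ARNT plus TACC3 wells and 100% = ARNT alone without TACC3; many hits fall short of the cut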
Statin myotox sup = suppressors of statin myotoxicity in C2C12 myotubes, primary screen, cell-based, single point, plate reader; 330,000 compounds, 0.78% hits; AID 602340, 2012; rescue of ATP level, % at 7.49 µM; C2C12 myotubes + simvastatin, ATP luminescence, 48 h; scaled: DMSO 0, geranylgeraniol control 100;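 active means mean ATP rescue above about 67%, or every replicate alone reaching that limit, limit read from the data, passing the limit was not always enough; inconclusive means no clear call, values can overlap the other calls; inactive means mean under the limit and some replicate under it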;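 further: myotubes were challenged with 10 µM simvastatin during compound exposure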
miR122 inh = miR-122 Renilla sensor signal increase in Huh7, primary screen, miR-122 inhibitor project, cell-based, single point, plate reader | 340,000 compounds, 0.3% hits | Huh7 miR-122 Renilla luciferase sensor, 48 h; neutral wells = 0, positive control = 100 | activation (reporter increase), % at 12.5 µM;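 active means mean replicate activation score at least 90 and every replicate individually at or above 90; inconclusive means only one of the two criteria met; inactive means neither criterion met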;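 further: higher luciferase means less miR-122 activity so hits act as miR-122 inhibitors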
ERp5 inh = inhibitors of ERp5-driven insulin aggregation, primary screen, biochemical, turbidity, absorbance 650 nm, single point. AID 651711, 2012. Protein disulfide-isomerase A6 (Homo sapiens), Q15084. inhibition, % at 9.99 µM. 90 min. 350,000 compounds, 0.05% hits;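 active means mean replicate inhibition above about 25%, with every replicate also reaching it, limit read from the data, passing the limit was not always enough; inconclusive means only one of those two criteria met; inactive means neither criterion met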
Target sequence (Q15084 whole entry, looked up): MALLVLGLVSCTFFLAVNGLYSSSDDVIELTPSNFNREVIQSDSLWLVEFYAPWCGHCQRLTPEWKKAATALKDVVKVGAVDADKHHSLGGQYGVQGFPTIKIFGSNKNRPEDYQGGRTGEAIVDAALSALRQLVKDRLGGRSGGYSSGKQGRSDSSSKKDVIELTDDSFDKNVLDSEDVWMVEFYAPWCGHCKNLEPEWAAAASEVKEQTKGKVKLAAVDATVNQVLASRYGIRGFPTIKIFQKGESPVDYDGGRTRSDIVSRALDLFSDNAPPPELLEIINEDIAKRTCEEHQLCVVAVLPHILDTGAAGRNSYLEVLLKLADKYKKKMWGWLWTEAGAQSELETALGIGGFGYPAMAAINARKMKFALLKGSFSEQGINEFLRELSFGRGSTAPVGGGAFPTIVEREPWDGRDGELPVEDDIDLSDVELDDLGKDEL
SIRT5 block = SIRT5 desuccinylase inhibitors, primary screen, biochemical, fluorescence imaging, single point, set 5; inhibition, % at 15 µM; 330,000 compounds, 1.1% hits; NAD-dependent protein deacylase sirtuin-5, mitochondrial (Homo sapiens), Q9NXA8; Purified SirT5, succinyl-peptide AMC, trypsin-coupled fluorescence; in the data active means inhibition above about 15%; inconclusive means no clear call, values can overlap the other calls
Target sequence (Q9NXA8 whole entry, looked up): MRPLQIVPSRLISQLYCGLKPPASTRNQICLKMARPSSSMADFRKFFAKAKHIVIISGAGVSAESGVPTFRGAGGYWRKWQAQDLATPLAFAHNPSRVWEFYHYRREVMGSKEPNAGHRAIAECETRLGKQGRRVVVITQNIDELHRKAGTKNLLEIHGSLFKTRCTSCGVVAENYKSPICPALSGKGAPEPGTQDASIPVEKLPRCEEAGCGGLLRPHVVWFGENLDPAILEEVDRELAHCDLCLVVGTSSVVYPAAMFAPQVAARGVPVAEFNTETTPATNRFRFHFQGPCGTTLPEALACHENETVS
Active calls of the source: *; u = inconclusive; x = no result given; [ ] = dose if it differs, or a comment. The order is random; 4% or so of the library scored in one or more.

SMILES | esBAF inh | Cneo AK release | ARNT-TACC3 inh | Statin myotox sup | miR122 inh | ERp5 inh | SIRT5 block
Cc1cc(C)nc(NC(=O)Cc2ccc(Cl)cc2)c1 | -13 | 1 | -1 | -8 | 3 | 5 | -2
O/N=C/c1ccnc(SCc2ccc(Cl)cc2)n1 | x | x | 2 | x | x | -4 | -2
Nc1cc[n+](CC(=O)Nc2ccccc2)cc1 | x | x | -15 | x | -3 | 0 | 0
Cc1c(Br)c([N+](=O)[O-])nn1CC(=O)Nc1ccc2nc3n(c(=O)c2c1)CCCC3 | 6 | 0 | 7 | -10 | 0 | 5 | 3
O=C(C[C@@H]1CC[C@H](NC(=O)c2cccnc2)[C@@H](CO)O1)NCCN1CCCCC1 | 7 | 2 | -6 | -4 | x | 2 | -6
O=C(CCS(=O)(=O)c1ccccc1)Nc1ccc(-c2nc3ccccc3s2)cc1 | -43 | x | -51 | 6 | 19 | -1 | -2
O=C(C[C@H]1C=C[C@H](NC(=O)C2CC2)[C@H](CO)O1)NCc1ccccc1Cl | -2 | 8 | -9 | 1 | -3[16.7 µM] | -4 | 2
CC1CCCN(C(=O)c2cc(S(=O)(=O)N3CCCCC3)c[nH]2)C1 (configuration not stated) | 3 | 0 | -3 | x | 40 | -6 | -3
COc1ccccc1-c1nnn(C/C(N)=N/O)n1 | x | x | -7 | x | x | -2 | -3
CN(C(=O)c1ccc(NC(=O)C2CCCN(C(=O)OC(C)(C)C)C2)cc1)C1CCCCC1 (configuration not stated) | 6 | 3 | -3 | 7 | -11 | 2 | x
O=S(=O)(NCCc1csc(-c2cccnc2)n1)c1ccc(Cl)s1 | 1 | 3 | -1 | -12 | 40 | -4 | 0
CS(=O)(=O)Nc1ccc(C(=O)Nc2ccccc2Cl)cc1 | x | x | -6 | x | 4 | 7 | 0
COc1ccc(C2=CSC(/N=C/c3ccc(F)cc3)=NN2)cc1 | 11 | 1 | 3 | -40 | 4 | 0 | -4
Oc1cccc(-c2csc(C(O)(c3ccccc3)C(F)(F)F)n2)c1 (configuration not stated) | -8 | 2 | x | 6 | 4 | -3 | 1
C[C@@H]1CN([C@H](C)CO)C(=O)c2c(c3ccccc3n2C)-c2ccccc2CO[C@@H]1CN(C)C | 32 | -2 | 17 | -3 | x | -4 | 2
C[C@@H]1CN([C@H](C)CO)C(=O)c2cc(-c3cncnc3)cnc2O[C@@H]1CN(C)Cc1ccccc1 | 4 | -3 | -12 | -13 | -5[16.7 µM] | 7 | -1
COc1cc2cc(C(c3nnnn3C3CCCC3)N(C)C3CCCCC3)c(=O)[nH]c2cc1OC (configuration not stated) | -17 | -1 | 22 | 16 | 10 | x | x
COc1ccccc1CCc1nnc(CCC(=O)NC(C)Cc2cccc(C)n2)o1 (configuration not stated) | 0 | 0 | -3 | 11 | -2 | 11 | -8
Cc1ccccc1CC1SC(N=C(N)N)=NC1=O (configuration not stated) | -4 | 3 | 1 | 3 | -3 | 1 | x
CCOC(=O)N1CCC(N2C(=O)c3ccc(C(=O)NCc4ccc(F)cc4)cc3C2=O)CC1 | 3 | 0 | -2 | -12 | 2 | 4 | -7

Rewritten as tab-separated lines: entries from further up.
smiles	esBAF inh	Cneo AK release	ARNT-TACC3 inh	Statin myotox sup	miR122 inh	ERp5 inh	SIRT5 block
CN(C(=O)c1ccc(NC(=O)C2CCCN(C(=O)OC(C)(C)C)C2)cc1)C1CCCCC1 (configuration not stated)	6	3	-3	7	-11	2	x
O=S(=O)(NCCc1csc(-c2cccnc2)n1)c1ccc(Cl)s1	1	3	-1	-12	40	-4	0
CS(=O)(=O)Nc1ccc(C(=O)Nc2ccccc2Cl)cc1	x	x	-6	x	4	7	0
COc1ccc(C2=CSC(/N=C/c3ccc(F)cc3)=NN2)cc1	11	1	3	-40	4	0	-4
Oc1cccc(-c2csc(C(O)(c3ccccc3)C(F)(F)F)n2)c1 (configuration not stated)	-8	2	x	6	4	-3	1
C[C@@H]1CN([C@H](C)CO)C(=O)c2c(c3ccccc3n2C)-c2ccccc2CO[C@@H]1CN(C)C	32	-2	17	-3	x	-4	2
C[C@@H]1CN([C@H](C)CO)C(=O)c2cc(-c3cncnc3)cnc2O[C@@H]1CN(C)Cc1ccccc1	4	-3	-12	-13	-5[16.7 µM]	7	-1
COc1cc2cc(C(c3nnnn3C3CCCC3)N(C)C3CCCCC3)c(=O)[nH]c2cc1OC (configuration not stated)	-17	-1	22	16	10	x	x
COc1ccccc1CCc1nnc(CCC(=O)NC(C)Cc2cccc(C)n2)o1 (configuration not stated)	0	0	-3	11	-2	11	-8
Cc1ccccc1CC1SC(N=C(N)N)=NC1=O (configuration not stated)	-4	3	1	3	-3	1	x
CCOC(=O)N1CCC(N2C(=O)c3ccc(C(=O)NCc4ccc(F)cc4)cc3C2=O)CC1	3	0	-2	-12	2	4	-7

Other structures
SMILES | esBAF inh | Cneo AK release | ARNT-TACC3 inh | Statin myotox sup | miR122 inh | ERp5 inh | SIRT5 block
Cc1cc(C)nc(N2CCC(C(=O)Nc3ccc(Oc4ccccc4)cc3)CC2)n1 | -7 | 4 | -13 | x | -6 | x | x
CC(=O)c1ccc(N2CCN(S(=O)(=O)c3ccc4c(c3)CCC(=O)N4)CC2)cc1 | 0 | 0 | x | 17 | -3 | -6 | -2
COc1cccc2c1c(NC(=O)Nc1ccc(F)cc1F)nn2C | x | -1 | -4 | x | 3 | 7 | -3
CCCNC(=O)Nc1ccc2c(c1)OC[C@@H](C)N(C(=O)C1CCCC1)C[C@@H](C)[C@H](OC)CN(C)C2=O | -1 | x | x | 8 | 0[16.7 µM] | x | x
Cc1cc2nnc(SC3CCOC3=O)n2c2ccccc12 (configuration not stated) | -7 | 1 | -6 | 10 | -13 | x | x
O=C(Nc1nnc(COc2ccccc2F)s1)Nc1ccccc1F | x | 4 | -2 | x | -10 | -1 | -4
Cc1ccc2oc(C(=O)NCCCN3CCOCC3)c(C)c2c1 | 40 | -3 | x | 3 | x | 2 | -3
Cc1ccn2c(=O)nc(SCC(=O)Nc3cccc4ccccc34)nc2c1 | -6 | -3 | -5 | 10 | -4 | -3 | 8
Cc1ccc(Cn2nnc3c(=O)[nH]c(C(=O)NCc4ccco4)nc32)cc1 | 1 | 2 | -10 | 1 | x | x | x
Cc1ccc(C)c(SCC(=O)NNC(=O)c2ccccc2)c1 | -2 | 1 | -6 | -9 | 13 | 4 | -2
CCN(CC)S(=O)(=O)c1ccc(Cl)c(C(=O)N2CCc3ccccc32)c1 | -31 | x | 0 | 26 | 2 | x | x
O=C(Nc1ccc(OCC(F)(F)C(F)F)c(C(F)(F)F)c1)c1ccc(Cl)cc1 | -28 | -2 | -2 | -14 | -5 | x | x
Cc1cnc(C(=O)OCC(=O)Nc2ccc(Br)cc2F)cn1 | -12 | -3 | 0 | -2 | -12 | -4 | 1
CCS(=O)(=O)Nc1ccc(C(=O)c2ccccc2)cc1 | -1 | -5 | 25 | -8 | -1 | x | x
CSCC(=O)Nc1nc(-c2ccc3c(c2)OCCO3)cs1 | x | x | -5 | x | x | 2 | 0
CC(C)C[C@@H](CNC(=O)OC(C)(C)C)NC(=O)c1nc[nH]c1C(=O)N[C@@H](CC(C)C)C(=O)CNC[C@H](CC(C)C)NC(=O)c1nc[nH]c1C(=O)N[C@@H](Cc1c[nH]c2ccccc12)C(=O)OC(C)(C)C | 11 | 4 | 1 | 10 | -5 | 7 | x
C[C@@H]1CN([C@H](C)CO)C(=O)c2cccc(NC(=O)Nc3ccc4c(c3)OCO4)c2O[C@H]1CN(C)Cc1ccc(C(=O)Nc2ccccc2N)cc1 | -9 | -1 | 17 | u | 24[16.7 µM] | 2 | 9
CCNC(=O)[C@@H]1[C@@H](CO)[C@@H]2Cn3c(ccc(-c4cccc(F)c4)c3=O)[C@H]1N2C(C)=O | 0 | -4 | -1 | 8 | x | -3 | -16
Cc1ccc(C2NC(=S)NC3=C2C(=O)CCC3)cc1 (configuration not stated) | x | x | 1 | x | x | 0 | -1
O=C(O)Cn1c(=O)c2c3c(sc2n(Cc2ccc(F)cc2)c1=O)CCCC3 | -2 | 1 | -6 | 8 | x | 0 | -1
O=C(NC(=S)N1CCOCC1)c1cn(-c2ccccc2)nc1-c1ccccc1 | 5 | 7 | 10 | -23 | 0 | 2 | 1
C[C@@H]1CN([C@@H](C)CO)C(=O)c2cccc(N(C)C)c2O[C@@H]1CN(C)C(=O)Nc1cccc2ccccc12 | -4 | 0 | 3 | 36 | 8[16.7 µM] | 3 | 7
CSCCNC(=O)c1ccc(OC2CCN(S(=O)(=O)N(C)C)CC2)cc1 | -2 | -1 | -4 | -3 | -6 | 5 | -3
CC(C)NC(=O)N(C)C[C@H]1OCCCC[C@@H](C)Oc2ccc(NC(=O)CCC(F)(F)F)cc2C(=O)N([C@H](C)CO)C[C@H]1C | x | 1 | -7 | x | 8[16.7 µM] | 1 | 3
COc1ccc(-n2nnnc2SC(C)C(=O)NC2CCCC2)cc1 (configuration not stated) | 1 | -1 | -1 | 9 | -6 | -4 | -3
N#CC(C#N)=C1C=CC=CN1/C(=C\c1ccccc1)C(=O)c1cccs1 | x | x | 8 | x | x | 5 | 0
COc1cc(C(=O)Nc2ccc3c(c2)OCCO3)ccc1OC(C)C | u | -14 | 1 | -15 | 3 | x | x
COCC(=O)NNC(=O)c1ccccc1OC | x | x | -5 | x | x | 0 | -3
CC(C)C(=O)N1CCN(c2ccc(NC(=O)c3cccs3)cc2Cl)CC1 | x | x | -4 | x | x | 2 | 3
COC(=O)/C(=C/Nc1cccc2ccccc12)[N+](=O)[O-] | x | x | 9 | x | x | -1 | 0
CCCC(=O)Nc1ccc2c(c1)OC[C@H](C)N(C(=O)C1CCCC1)C[C@H](C)[C@H](OC)CN(C)C2=O | 6 | 1 | -3 | 11 | 1[16.7 µM] | -8 | -1
C[C@@H]1CN([C@@H](C)CO)C(=O)c2cccc(NS(=O)(=O)c3ccccc3)c2O[C@@H]1CN(C)S(=O)(=O)c1ccccc1 | -2 | -1 | -1 | 16 | 3[16.7 µM] | 2 | 1
CCOC(=O)c1cnc2ccccc2c1NCc1ccco1 | x | 8 | -14 | x | -5 | -1 | 2
CC(=O)c1cccc(CN2CCN(C3CCCC3)C(CCO)C2)c1 (configuration not stated) | -7 | x | -1 | -6 | -5 | -2 | -6
O=C(CSc1nc(C(F)(F)F)cc(=O)[nH]1)NCC1CCCO1 (configuration not stated) | 0 | -1 | -3 | -3 | -5 | -6 | -1
COc1ccc(OCCCn2c(=O)oc3ccccc32)cc1 | 22 | x | -15 | 22 | -1 | x | x
C[C@H]1CN([C@@H](C)CO)C(=O)c2cc(C#CC3CCCCC3)cnc2O[C@@H]1CN(C)S(=O)(=O)c1ccccc1 | -6 | -2 | 9 | 16 | 5[16.7 µM] | 13 | 11
CCOC(=O)c1ccccc1NC(=O)/C=C/c1cc(OC)c(OC)c(OC)c1 | 7 | -7 | -2 | 10 | -1 | x | x
